PPC-1+TRAIL kill – compounds killing PPC-1 cancer cells with TRAIL present, primary screen, TRAIL potentiator project, ATPLite luminescence, uHTS; PPC-1 cells + TRAIL, ATPLite viability luminescence; cell killing (% activity), % at 4 µM; hit rate 0.41% among 220,000;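 active means cell killing above 50% in the first pass at 4 µM, then a duplicate retest at 5 µM averaging 50% or more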;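 further: plate controls were cells with TRAIL plus DMSO for no effect and medium-only wells lacking cells for full effect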
* marks the source's active call; other numbers are inactive results; [ ] = another dose, or the depositor's remark.

SMILES	PPC-1+TRAIL kill
CCN1CCN(C(=O)c2cc3c(=O)n4ccccc4nc3n2Cc2ccccc2)CC1	2
CCC(C)n1c(C)nc2c(c1=O)c1nc3ccccc3nc1n2-c1ccc2c(c1)OCCO2 (stereo unspecified)	10
Cc1nn(-c2ccccc2)c2sc(C(=O)C(C#N)c3ccccn3)cc12 (stereo unspecified)	-10
Cc1cc2ccccc2n2c(SCC(=O)N3CCN(C(=O)c4ccco4)CC3)nnc12	-14
COc1ccc(-n2nnnc2Sc2ccc(S(=O)(=O)N3CCOCC3)cn2)cc1	-9
COC(=O)c1ccc(C2C(C(=O)OC(C)C)=C(C)N=C3SCCC(=O)N32)cc1 (stereo unspecified)	-8
Cc1ccc(C2C(C(=O)c3sc(C)nc3C)=C(O)C(=O)N2CCCN(C)C)o1 (stereo unspecified)	-3
COc1ccc(S(=O)(=O)N2CCN(c3ncnc4c(-c5ccccc5)nsc34)CC2)cc1	6
O=C(O)CNC1=NCCC1	-2
Clc1cccc(-c2nn3c(COc4ccccc4)nnc3s2)c1	2
CCOC(=O)c1cc2c(=O)n3cccc(C)c3nc2n(Cc2ccccc2Cl)c1=N	22
CSc1nnc2c(n1)OC(C1CC=C(C)CC1)Nc1ccccc1-2 (stereo unspecified)	-2
Cc1csc2ncc(C(=O)NCc3ccc4c(c3)OCO4)c(=O)n12	13
O=C(CCCC(=O)N1CCc2ccccc21)N1CCc2ccccc21	28
CC(C)N(C(=O)Cn1c(SCC(=O)N2CCN(c3ccccc3)CC2)nc2ccccc21)C(C)C	-8
COc1ccc(N2CCCn3c2nc2c3c(=O)n(Cc3ccc(F)cc3)c(=O)n2C)c(OC)c1	-9
COc1ccccc1NC(=O)CCN1CCN(CCC(=O)Nc2ccccc2OC)CC1	18
CCOC(=O)c1cc(C#N)c(SCC(=O)c2cc(C#N)c(SC)nc2C)nc1C	0
COC(=O)c1cc2c(=O)n3cccc(C)c3nc2n(Cc2cccnc2)c1=N	7
O=C(CSc1nnc(-c2ccc(Cl)cc2)o1)N1CCN(c2ccccc2)CC1	7
Cc1ccc(CN(Cc2cc3cccc(C)c3[nH]c2=O)C(=O)N(C)C)cc1	-19
O=c1c2ccccc2nnn1CSc1nc2ccccc2c(=O)n1Cc1ccco1	13
CCCn1c(=O)c2ccccc2n2c(SCC(=O)c3cc(C)n(CCOC)c3C)nnc12	2
COc1cccc(-c2nn3c(-c4ccco4)nnc3s2)c1	14
O=P(O)(CCCP(=O)(O)CCc1ccccc1)CCc1ccccc1	0

Looked up above:
COC(=O)c1cc2c(=O)n3cccc(C)c3nc2n(Cc2cccnc2)c1=N @ PPC-1+TRAIL kill: 7
CSc1nnc2c(n1)OC(C1CC=C(C)CC1)Nc1ccccc1-2 (stereo unspecified) @ PPC-1+TRAIL kill: -2
O=C(O)CNC1=NCCC1 @ PPC-1+TRAIL kill: -2
COc1ccc(-n2nnnc2Sc2ccc(S(=O)(=O)N3CCOCC3)cn2)cc1 @ PPC-1+TRAIL kill: -9
CCN1CCN(C(=O)c2cc3c(=O)n4ccccc4nc3n2Cc2ccccc2)CC1 @ PPC-1+TRAIL kill: 2
COc1ccccc1NC(=O)CCN1CCN(CCC(=O)Nc2ccccc2OC)CC1 @ PPC-1+TRAIL kill: 18

(next part)
SMILES	PPC-1+TRAIL kill
Cn1c(=O)c2c(nc(SCc3ccccn3)n2C)n(C)c1=O	-6
Cc1cc(N2CCN(C(=O)c3ccco3)CC2)n2nc(C)c(-c3ccc(Cl)cc3)c2n1	19
CCCNC(=O)C1CC(=O)N(c2ccc(OCC(=O)Nc3cc(C)cc(C)c3)cc2)C1 (stereo unspecified)	18
CCOC(=O)c1ccc(N2Cc3cc(C)c(C)cc3C2)cc1O	7
CCN1C(=O)N(CN2CCOCC2)C2C1N(CN1CCOCC1)C(=O)N2CC (stereo unspecified)	21
O=C(CSc1ccccn1)N1CCN(C(=O)CSc2ccccn2)CC1	7
O=C(Nc1cccc(-c2nnc(-c3ccccc3)o2)c1)c1ccco1	16
CCSc1nc2sc3c(c2c(=O)n1C1CCCCC1)CCN(C)C3	1
CCOc1ccc(N2CCCCn3c2nc2c3c(=O)[nH]c(=O)n2C)cc1	1
Cc1nn(C(=O)c2ccoc2C)c(N)c1-c1ccccc1	3
Cc1ccccc1COc1ccc(/C(O)=C2/C(=O)C(=O)N(CCCn3ccnc3)C2c2ccco2)cc1 (stereo unspecified)	19
Cc1ccc2c(c1)[nH]c1c(N3CCN(Cc4ccc5c(c4)OCO5)CC3)ncnc12	4
CCOC(=O)Cc1csc(NC(=O)c2c(O)c3ccccc3n(C)c2=O)n1	18
Cc1ccc(-c2nn3c(-c4ccco4)nnc3c3ccccc23)cc1S(=O)(=O)N1CCOCC1	4
O=C(O)CSC12CC3CC(C1)CC(C(=O)O)(C3)C2	0
Cc1c(-n2cc(C(=O)O)c(=O)c3cc(F)c(N4CCCC4)c(F)c32)c(=O)n(-c2ccccc2)n1C	24
CCn1c(=O)c(C2=NS(=O)(=O)c3ccccc3N2)c(O)c2ccccc21	-8
CCC1CCCCN1Cc1nc2c(c(=O)n(C)c(=O)n2C)n1Cc1cccc2ccccc12 (stereo unspecified)	-5
COC(=O)c1ccccc1NC(=O)CN1CCC(n2nnc3cc(C)ccc32)CC1	9
CCOc1cc(N2CCOCC2)c(OCC)cc1NC(=O)c1nc2nc(C)cc(C)n2n1	23
CCOc1ccccc1Nc1ncnc2c1cnn2-c1ccccc1	12
COc1ccccc1-c1nn2c(-c3ccc(C(C)(C)C)cc3)nnc2s1	8
COc1cc(C(=O)Nc2ccc(NC(=O)C(C)C)nc2)cc(OC)c1OC	16
Cc1noc(C)c1CSc1nnc2cc(C)c3ccccc3n12	5
Cc1c(-c2ccccc2)oc2nc3c(c(=O)n(C)c(=O)n3C)n12	14

Continued:
SMILES	PPC-1+TRAIL kill
Cc1nc(N2CCN(S(=O)(=O)c3ccc(F)cc3)CC2)c2c(C)c(C)sc2n1	9
CN1CCc2c(sc3c2C(=O)NC(c2ccc4c(c2)OCO4)N3)C1 (stereo unspecified)	-3
CSC1=C(C#N)C(c2ccc(Cl)cc2)C2=C(CC(C)(C)CC2=O)N1 (stereo unspecified)	-10
COc1ccc(C(=O)Cn2c(N3CCOCC3)nc3c2c(=O)n(C)c(=O)n3C)cc1	-17
COc1nc(-c2ccccc2)ccc1-c1noc(-c2ccc(F)cc2)n1	12
CCN(CC)CCCN1C(=O)C(=O)/C(=C(/O)c2ccc(Cl)cc2)C1c1ccccn1 (stereo unspecified)	21
COc1cc(-c2nn3c(-c4ccco4)nnc3s2)cc(OC)c1OC	6
O=C(Nc1ccccc1N1CCN(c2ccccc2)CC1)C1CCCCC1	10
Cc1cccn2c(=O)c3cc(C(=O)NCCN4CCOCC4)n(Cc4ccccc4)c3nc12	18
Cn1nc(CC(=O)Nc2cccnc2N2CCOCC2)c2ccccc2c1=O	16
COC(=O)c1ccc(-c2nc3ccccc3o2)cc1	-1
COc1ccc(Cl)cc1Nc1nc(N2CCCC2)nc(N2CCCC2)n1	-2
COc1ccc(N2CCn3c2nc2c3c(=O)n(CCc3ccccc3)c(=O)n2C)cc1	21
Cc1ccc(-n2ncc3c2ncn2c(-c4ccncc4)nnc32)cc1	0
Cc1ccc(C(=O)C2=C(O)C(=O)N(c3ncccn3)C2c2cccc(Cl)c2)o1 (stereo unspecified)	-13
CCOC(=O)Cn1nnnc1C(CC)N(Cc1cc2c(C)cc(C)cc2[nH]c1=O)C1CCCC1 (stereo unspecified)	23
COc1cc(C)nc(N2CCCC(C(=O)NC3CCC(C)CC3)C2)n1 (stereo unspecified)	20
COc1cc2cc(CN(Cc3nnnn3C3CCCC3)C3CCCC3)c(=O)[nH]c2cc1OC	16
COC(=O)c1ccc(OC(=O)c2ccc(OCc3c(C)noc3C)c(OC)c2)cc1	6
O=P(O)(CCCCP(=O)(O)CCc1ccccc1)CCc1ccccc1	-6
COc1nc(-c2ccc(C)cc2)ccc1-c1noc(-c2cccnc2)n1	-18
CCN1CCC(C(=O)NC2CCCC2)(N(Cc2cccs2)C(=O)Cn2nnc3ccccc32)CC1	10
CCn1c(=N)c(C(=O)OC)cc2c(=O)n3ccccc3nc21	18
O=c1oc2ccccc2c(O)c1/C=N/c1ncccn1	6
CCn1cc(C(=O)NCc2ccc(OC)cc2OC)c(=O)c2ccc(C)nc21	3

More entries:
SMILES	PPC-1+TRAIL kill
O=c1[nH]c(CSc2nnc(-c3ccco3)n2-c2ccccc2)nc2sc3c(c12)CCC3	-10
COc1ccc(Cn2c3nc4ccccc4nc3c3c(=O)n(Cc4ccco4)cnc32)cc1	16
C/C(Cl)=C/Cn1c(SCC(C)C)nc2c1c(=O)[nH]c(=O)n2C	-7
COc1cc(C2C(C(=O)c3sc(C)nc3C)=C(O)C(=O)N2CCN(C)C)cc(OC)c1OC (stereo unspecified)	-7
Cn1c(=O)c2c(nc(NCCCN3CCOCC3)n2Cc2ccc(Cl)cc2Cl)n(C)c1=O	2
O=C(c1ccccc1)n1c(=S)nc2ccccn21	72*[5 µM]
Cc1cc(C)nc(-n2nc(C)cc2NC(=O)c2cc(=O)c3ccccc3o2)n1	13
O=c1nc2n(c3ccccc13)Cc1ccccc1-2	1
Cc1cc(C)n2nc(C(=O)Nc3ccccc3N3CCOCC3)nc2n1	16
O=c1[nH]c2cc3c(cc2cc1C(c1nnnn1C1CCCC1)N1CCCc2ccccc21)OCCO3 (stereo unspecified)	-7
COc1ccccc1NC(=O)CSc1ccc2nnc(-c3ccccn3)n2n1	5
COc1ccc(CCNC(=O)CSc2nc(C)nc3c2c(=O)n(C)c(=O)n3C)cc1OC	25
CCOC(=O)c1ccc(NC(=O)CSc2nc3c(c(=O)n2-c2ccccc2OC)SCC3)cc1	14
c1ccc(-n2ncc3c(N4CCN(c5ccccn5)CC4)nc(N4CCCCC4)nc32)cc1	-9
Cc1sc2nc(C(C)Sc3nnc(C)n3-c3ccccc3)[nH]c(=O)c2c1C (stereo unspecified)	12
O=C(c1cnc2sccn2c1=O)N1CCCc2ccccc21	24
Cc1ccnc(SCCn2c(Br)nc3c2c(=O)[nH]c(=O)n3C)n1	-4
Cn1c(=O)n(CCN2CCOCC2)c(=O)c2c1nc1n2CCCN1c1ccccc1	-2
COC(=O)CSc1nnc2c(C)cc3cc4c(cc3n12)OCCO4	13
CC(=O)Nc1cccc2c1[n+]([O-])c(C)c(C)[n+]2[O-]	21
O=C1c2ccccc2C(=O)N1Cc1nc(-c2ccccc2)no1	14
Cc1ccc2cc(C(c3nnnn3C(C)(C)C)N3CCCC3)c(=O)[nH]c2c1C (stereo unspecified)	14
Cc1ccc(-n2c3c(cc(C(=O)Nc4cccc(C)n4)c2=O)C(=O)CCC3)cc1	17
O=C1c2oc3ccc(Cl)cc3c(=O)c2C(c2cccnc2)N1Cc1ccco1 (stereo unspecified)	-3
C=CCn1cnc2c(c1=O)c1nc3ccccc3nc1n2Cc1ccccc1	14

Looked up one by one from above:
SMILES	PPC-1+TRAIL kill
Cc1c(-n2cc(C(=O)O)c(=O)c3cc(F)c(N4CCCC4)c(F)c32)c(=O)n(-c2ccccc2)n1C	24
COc1cccc(-c2nn3c(-c4ccco4)nnc3s2)c1	14
O=P(O)(CCCP(=O)(O)CCc1ccccc1)CCc1ccccc1	0
Cc1ccc(C2C(C(=O)c3sc(C)nc3C)=C(O)C(=O)N2CCCN(C)C)o1 (stereo unspecified)	-3
CCSc1nc2sc3c(c2c(=O)n1C1CCCCC1)CCN(C)C3	1

Some of these compounds in order of formula weight, low to high:
SMILES	PPC-1+TRAIL kill
Cc1cc(C)nc(-n2nc(C)cc2NC(=O)c2cc(=O)c3ccccc3o2)n1	13
Cc1ccc2cc(C(c3nnnn3C(C)(C)C)N3CCCC3)c(=O)[nH]c2c1C (stereo unspecified)	14
Cn1c(=O)n(CCN2CCOCC2)c(=O)c2c1nc1n2CCCN1c1ccccc1	-2

Additional records.
SMILES	PPC-1+TRAIL kill
CCCc1nnc(NC(=O)c2c(O)c3cccc4c3n(c2=O)CCC4)s1	-5
COc1cccc2[nH]c3c(=O)n(CCN(C)C)cnc3c12	13
CCOc1cc(N2CCOCC2)c(OCC)cc1NC(=O)c1ccc(=O)n(Cc2ccccc2)n1	21
C=CCn1cnc2c(c1=O)c1nc3ccccc3nc1n2/N=C/c1cccc(OC)c1	18
COc1ccc(-n2nnc3c(=O)n(CC(=O)N4CCC(Cc5ccccc5)CC4)cnc32)cc1	-4
CCc1sc(C(=O)Nc2ccsc2C(=O)OC)cc1Br	8
CCOc1ccc2nc(NC(=O)CSc3nnc(-c4ccncc4)n3CC3CCCO3)sc2c1 (stereo unspecified)	34
CN1CCN(S(=O)(=O)c2ccc(-c3ccc(S(=O)(=O)N4CCN(C)CC4)cc3)cc2)CC1	-1
COc1ccc2nc(NC3=NCN(CC4CCCO4)CN3)nc(C)c2c1 (stereo unspecified)	12
Cc1cc2nc(NC3=NCN(Cc4ccc5c(c4)OCO5)CN3)nc(C)c2cc1C	-6
CCOC(=O)c1cnc(-n2nc(C)cc2C)nc1Nc1ccc2c(c1)OCO2	-5
CCCCc1nc2ccccc2c(=O)n1NC(=O)c1c(O)c2cccc3c2n(c1=O)CC3	13
CC(C)Sc1nnc(NC(=O)C2CC2)s1	34
Cc1ccc2c(C)nc(NC3=NCN(Cc4ccccc4)CN3)nc2c1	-7
O=C1NCCCC1C(=O)N1CCN(C(=O)C2CCCNC2=O)CC1 (stereo unspecified)	0
COc1ccc(Br)cc1/C=c1\sc2nc(-c3ccco3)nn2c1=O	16
CCOc1ccc(-n2c(SCC(=O)Nc3ccc4c(c3)OCO4)nc3c(c2=O)SCC3)cc1	7
CC1CN(c2nc3ccccc3nc2C(C#N)C(=O)NC2CCCCC2)CC(C)O1 (stereo unspecified)	12
CCOc1cc(NC(=O)c2cnccn2)c(OCC)cc1NC(=O)c1ccc(OC)cc1	14
Cc1ccc2c(COC(=O)c3cnc(C)cn3)cc(=O)oc2c1	17
c1ccc(-n2ncc3c2ncn2nc(CSc4nc5ccccc5s4)nc32)cc1	5
CCN(CC)c1ccc2cc(C(=O)Nc3cccnc3N3CCOCC3)c(=O)oc2c1	-24
CCN(CC)S(=O)(=O)c1cccc(-c2nnc(SCC(=O)c3cc(C)n(C4CC4)c3C)o2)c1	21
O=c1[nH]c(CN2CCC(c3nc4ccccc4s3)CC2)nc2sc3c(c12)CCC3	14
COc1ccc(Nc2nc(N3CCCCC3)nc(N3CCCCC3)n2)c(OC)c1	-4

The list is partial, so the mix of outcomes need not match the whole.
